Screens from PubChem BioAssay.
Pf gametocyte: late stage P. falciparum gametocyte viability inhibitors, primary screen, ATP luminescence, HTS; P. falciparum stage V gametocytes, 24 h; inhibition, % at 10.9 µM; 150,000 compounds, 0.065% hits; AID 743093, 2013;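 active = inhibition above the mean plus 3 SD of compounds within the control limits, set per campaign, cut at about 38% in these data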;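 note: 0% = DMSO wells and 100% = medium only without gametocytes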
HRas wt GTP bind: modulators of GTP binding to HRas wildtype, primary screen, biochemical, bead-based flow cytometry, multiplex. GTPase HRas (Homo sapiens), P01112. GST-Ras wt beads, Bodipy-FL-GTP binding; actives lie on both sides. GTP binding activity, % at 10 µM. 190,000 compounds, 0.14% hits. AID 759, 2007;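 active = GTP binding activity at least 20% away from the 100% baseline, either lowered as inhibitor or raised as activator; inconclusive = flagged as likely green fluorescent, judged across all proteins in the well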;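 note: 0% = unlabeled GTP competition control and 100% = no-compound control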
RGS8-Gao reg: RGS8-Galphao binding modulators, primary screen, biochemical, multiplexed bead flow cytometry; Guanine nucleotide-binding protein G(o) subunit alpha (Homo sapiens), P09471; actives lie on both sides; response (percent of control binding), % at 10 µM; 220,000 compounds, 0.34% hits; AID 1423, 2008; in the data active = response below about 60% or above about 140%; inactive = in between;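 note: Galphao activated as the GDP aluminium fluoride complex binding bead-coupled RGS8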
Target sequence (P09471 whole entry, looked up): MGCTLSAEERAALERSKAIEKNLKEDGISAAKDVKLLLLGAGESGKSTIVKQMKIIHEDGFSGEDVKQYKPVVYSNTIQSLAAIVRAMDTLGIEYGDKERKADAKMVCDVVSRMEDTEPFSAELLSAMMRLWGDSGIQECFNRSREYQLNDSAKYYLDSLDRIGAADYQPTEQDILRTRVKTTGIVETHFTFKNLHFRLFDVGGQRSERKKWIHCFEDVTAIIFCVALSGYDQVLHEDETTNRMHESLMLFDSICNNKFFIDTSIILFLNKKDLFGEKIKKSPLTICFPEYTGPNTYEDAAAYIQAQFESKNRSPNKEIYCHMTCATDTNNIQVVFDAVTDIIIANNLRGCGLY
Mcl-1 Bim block: inhibitors of Bim peptide binding to Mcl-1, primary screen, biochemical, bead-based flow cytometry, multiplex | AID 1009, 2008 | inhibition, % at 10 µM | Bim peptide-Mcl-1 binding | 190,000 compounds, 0.1% hits | Induced myeloid leukemia cell differentiation protein Mcl-1 (Homo sapiens), Q07820; in the data active = inhibition above about 40%;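 note: 0% = no compound tracer wells and 100% = peptide blocker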
Target sequence (Q07820 whole entry, looked up): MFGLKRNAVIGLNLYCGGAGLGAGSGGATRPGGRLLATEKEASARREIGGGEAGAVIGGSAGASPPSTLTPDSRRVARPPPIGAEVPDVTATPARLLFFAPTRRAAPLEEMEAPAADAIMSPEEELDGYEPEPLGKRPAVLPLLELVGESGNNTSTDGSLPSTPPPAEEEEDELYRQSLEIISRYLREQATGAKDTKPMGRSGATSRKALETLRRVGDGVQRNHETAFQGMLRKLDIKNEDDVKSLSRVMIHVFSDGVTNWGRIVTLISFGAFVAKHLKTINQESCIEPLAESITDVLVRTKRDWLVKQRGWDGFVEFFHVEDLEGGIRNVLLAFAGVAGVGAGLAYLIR
Rac1 act GTP bind: GTP binding modulators of activated mutant Rac1, primary screen, biochemical, bead-based flow cytometry, multiplex, fluorescent GTP; Ras-related C3 botulinum toxin substrate 1 (Homo sapiens), P63000; GST-Rac1 activated beads; actives lie on both sides; 100% means binding = to untreated wells; percent activity (GTP binding), % at 10 µM; 190,000 compounds, 0.11% hits; AID 764, 2007;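 active = GTP binding at least 20 percentage points away from the 100% baseline, in either direction, so actives lie on both sides; inconclusive = Compound likely fluorescent itself, or too few beads counted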
Mcl1 Noxa PPI: Mcl-1/Noxa binding inhibitors, primary screen, biochemical, TR-FRET, 1536-well | Induced myeloid leukemia cell differentiation protein Mcl-1 (Homo sapiens), Q07820 | TR-FRET Mcl-1/Noxa peptide binding, 2 h | inhibition, % at 21.7 µM | 220,000 compounds, 1.5% hits;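 active = compounds that cut the protein-peptide binding signal by more than 50% relative to plate controls in a single-dose test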;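 note: His-tagged Mcl-1 with rhodamine Noxa BH3 peptide and terbium anti-His antibody; 0% = Mcl-1 plus Noxa peptide wells and 100% = peptide-only wells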
Mcl1-Bid inh: Mcl-1/Bid binding inhibitors, primary screen, biochemical, TR-FRET, 1536-well | TR-FRET Mcl-1/Bid-Dy647 peptide binding | inhibition, % at 21.7 µM | 220,000 compounds, 0.97% hits;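 active = compounds that cut the binding signal by more than half at the single screening dose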;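 note: His-tagged Mcl-1 with europium anti-His antibody binding Bid BH3 peptide; 0% = Mcl-1 plus peptide wells and 100% = peptide-only wells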
Rab2 wt GTP: modulators of GTP binding to Rab2A wildtype, primary screen, biochemical, dog, bead-based flow cytometry, multiplex; GTP binding activity, % at 10 µM; 190,000 compounds, 0.19% hits; GST-Rab2 wt beads, Bodipy-GTP binding; Ras-related protein Rab-2A (Canis lupus familiaris), P61105;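 active = GTP binding activity at least 20 points away from 100%, either lowered or raised; inconclusive = signal likely due to the compound's own green fluorescence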;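 note: 0% = beads with excess unlabeled GTP and 100% = no-compound control corrected for plate trend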
Rab7 wt modul: modulators of GTP binding to Rab7, primary screen, biochemical, wildtype, multiplex bead flow cytometry. Rab7 GTPase wild type (dog), Bodipy-FL-GTP binding. GST-Rab7 beads, fluorescent GTP binding; actives lie on both sides; untreated = 100%, excess cold GTP = 0%. GTP binding activity (percent of control), % at 10 µM. 190,000 compounds, 0.055% hits. AID 758, 2007;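 active = fluorescent GTP binding to Rab7 beads changed by at least 20 points from the 100% baseline, either direction, mostly lower; inconclusive = compound itself probably fluorescent, or too few beads counted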;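 note: median green fluorescence of bound Bodipy-FL-GTP per Rab7 bead population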
Cdc42 wt GTP: modulators of GTP binding to wildtype Cdc42, primary screen, biochemical, multiplex bead flow cytometry, Bodipy-GTP | 190,000 compounds, 0.2% hits | Cell division control protein 42 homolog (Homo sapiens), P60953 | percent activity (GTP binding), % at 10 µM | GST-Cdc42 beads; actives lie on both sides;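 active = percent activity GTP binding at least 20 points away from the 100% baseline, either down as inhibitor or up as activator; inconclusive = compound flagged as likely green fluorescent from well-wide comparison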;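 note: median bead fluorescence of bound Bodipy-FL-GTP at 100 nM; 0% = excess unlabeled GTP control and 100% = no compound control; below 100% means less GTP binding so inhibitor and above means activator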
Target sequence (P60953 whole entry, looked up): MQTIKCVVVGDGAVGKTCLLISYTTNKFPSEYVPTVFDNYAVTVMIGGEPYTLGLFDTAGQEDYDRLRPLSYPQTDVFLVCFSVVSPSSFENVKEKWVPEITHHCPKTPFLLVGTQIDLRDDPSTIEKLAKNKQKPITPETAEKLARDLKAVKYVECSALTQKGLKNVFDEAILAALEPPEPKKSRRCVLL
Rac1 wt modul: wildtype Rac1 GTP binding modulators, primary screen, biochemical, GST-Rac1 beads, flow cytometry, multiplex. Ras-related C3 botulinum toxin substrate 1 (Homo sapiens), P63000. fluorescent GTP binding; actives lie on both sides; 0 = cold GTP competed, 100 = untreated. GTP binding activity (% of control), % at 10 µM. 190,000 compounds, 0.27% hits;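 active = GTP binding activity at least 20 points away from the 100% control level, either lower or higher; inconclusive = compound flagged as likely green fluorescent, judged across all proteins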
The depositor's hits bear a star; ? = inconclusive; / = not tested or not shown. This is a subset, so the mix of outcomes need not match the whole.

structure | Pf gametocyte | HRas wt GTP bind | RGS8-Gao reg | Mcl-1 Bim block | Rac1 act GTP bind | Mcl1 Noxa PPI | Mcl1-Bid inh | Rab2 wt GTP | Rab7 wt modul | Cdc42 wt GTP | Rac1 wt modul
c1cnc(N2CCNCC2)nc1 | / | 98 | 113 | -1 | 94 | 15 | 12 | 101 | 101 | 100 | 102
Cc1ccsc1C(=O)C1CCCN(Cc2ccc(O)cc2)C1 (stereo not drawn) | 13 | 98 | 99 | -1 | 98 | 11 | -6 | 98 | 102 | 97 | 102
Cc1ccc(CNCCc2ccccc2F)cc1 | 3 | 100 | 102 | -2 | 100 | 17 | -6 | 96 | 93 | 101 | 106
CCC(C)n1c(O)c(/C=N/N2CCOCC2)c(=O)[nH]c1=S (stereo not drawn) | / | 99 | 104 | 0 | 101 | 20 | -53 | 100 | 102 | 101 | 106
C=C1N2CCC(CC2)C1(O)c1ccc(C)cc1 (stereo not drawn) | / | 99 | 97 | -1 | 98 | 6 | 30 | 98 | 97 | 102 | 100
C/C(Cl)=C/CC1(CN2CCCC2=O)C(=O)NC(=O)NC1=O | / | 99 | 101 | -6 | 99 | -13 | -10 | 99 | 96 | 102 | 101
CC(C)N1C(=O)/C(=C/C=C/c2ccco2)C(=O)N(Cc2ccco2)C1=O | -2 | 98 | 99 | 0 | 95 | 11 | -50 | 96 | 99 | 98 | 97
Cc1ccc(Sc2ccc(C=C3C(=O)N(C)C(=O)N(C)C3=O)o2)cc1 | / | 92 | 81 | -5 | 86 | 11 | -48 | 85 | 99 | 87 | 91
C=C1C(O)(c2ccccc2)C2CC[N+]1(C)CC2 (stereo not drawn) | / | 102 | 100 | 1 | 98 | 4 | -21 | 101 | 104 | 101 | 100
Cc1ccc2cccc(OC(=O)N(C)c3ccccc3)c2n1 | / | 103 | 101 | 0 | 100 | -1 | -11 | 101 | 103 | 100 | 104
CN1CCN(c2ccc3nccnc3c2)CC1 | -5 | 97 | 105 | 2 | 95 | 16 | -32 | 96 | 98 | 98 | 99
Cc1ccc(/C=C2/C(=O)NC(=O)N(C)C2=O)cc1 | -58 | 100 | 100 | -3 | 97 | 5 | -13 | 99 | 100 | 97 | 99
Cc1ccc(CN2CCCC(C(=O)c3sccc3C)C2)o1 (stereo not drawn) | 19 | 97 | 98 | 0 | 98 | 4 | -5 | 97 | 99 | 100 | 99
O=S1(=O)CC2(N3CCOCC3)CCCCC21 (stereo not drawn) | / | 98 | 93 | -7 | 99 | 3 | -22 | 101 | 97 | 100 | 102
O=P(OCC(F)(F)C(F)F)(N1CCCCC1)N1CCCCC1 | / | 103 | 105 | 1 | 100 | -5 | -11 | 103 | 104 | 101 | 105
Cc1oc(-c2cccs2)nc1CSCC(=O)N1CCC2(CC1)OCCO2 | 11 | 102 | 101 | -1 | 99 | -9 | -13 | 102 | 105 | 104 | 106
Cc1ncc(CN2CCCC(C(=O)c3sccc3C)C2)s1 (stereo not drawn) | -11 | 94 | 104 | 0 | 95 | 6 | -27 | 95 | 96 | 95 | 94
CCOC(=O)C1CCN(/C=C2/C(=O)NC(=O)N(c3ccc(OCC)cc3)C2=O)CC1 | 10 | 102 | 100 | 0 | 102 | 17 | 3 | 101 | 101 | 105 | 108
O=C(CN1CC=C(c2ccccc2)CC1)NC(=O)NCc1ccccc1 | / | 95 | 98 | -6 | 93 | 5 | -5 | 93 | 93 | 94 | 96
COc1cccc(-c2nc3ccc(N4CCN(C)CC4)cc3[nH]2)c1 | 0 | 98 | 99 | -1 | 97 | 21 | -37 | 98 | 105 | 95 | 98
CCCOC(=O)c1c(N)n(Cc2cccs2)c2nc3ccccc3nc12 | / | 104 | 102 | -4 | 98 | 26 | -31 | 103 | 103 | 105 | 109
COc1ccccc1CN1CCCC(C(=O)c2ccccc2SC)C1 (stereo not drawn) | / | 98 | 102 | -7 | 95 | -15 | -6 | 100 | 103 | 97 | 100
Cc1ccc(C2NC(=S)NC(c3ccc(C)cc3)C23C(=O)NC(=O)NC3=O)cc1 (stereo not drawn) | / | 96 | 103 | 0 | 96 | 2 | -98 | 95 | 95 | 95 | 95
C#CCNc1ccncc1S(=O)(=O)NC(=O)NC(C)C | 14 | 99 | 106 | -3 | 96 | 29 | 14 | 99 | 96 | 98 | 105
O=C1NC(=O)C(=Cc2ccccc2Oc2ccc(F)cc2)C(=O)N1 | 5 | 98 | 110 | -2 | 95 | 10 | -23 | 96 | 102 | 94 | 99
Nc1ccc(N2CCN(Cc3ccccc3Cl)CC2)c(Cl)c1 | -3 | 97 | 111 | -1 | 97 | 14 | -12 | 96 | 95 | 97 | 99
CCC1(CC)C(=O)NC(=Nc2cccc(C(F)(F)F)c2)NC1=O | -5 | 98 | 99 | 1 | 96 | -4 | -14 | 97 | 93 | 98 | 98
C=CCN1C(=O)NC(=O)/C(=C/c2ccc(OC)c(CSc3ccccn3)c2)C1=O | -14 | 97 | 97 | 0 | 94 | -5 | -91 | 94 | 96 | 95 | 94
CN(C)CCc1nn[nH]n1 | / | 99 | 101 | -2 | 97 | 10 | 1 | 98 | 104 | 100 | 100
COc1ccc(C2SCC(=O)Nc3c2c(=O)[nH]n3C2CCCCC2)cc1 (stereo not drawn) | 8 | 106 | 96 | 0 | 104 | 11 | -92 | 103 | 104 | 110 | 115
O=C(c1cccn2c(=O)c3ccc(Cl)cc3nc12)N1CCC2(CC1)OCCO2 | / | 97 | 97 | -3 | 95 | -1 | -5 | 97 | 95 | 95 | 103
N#CCCn1cc(C(=O)O)c(-c2cccc([N+](=O)[O-])c2)n1 | 11 | 96 | 102 | 0 | 100 | 5 | -17 | 95 | 96 | 97 | 100
N=C1c2ccccc2CN1NC(=O)c1ccc(F)cc1 | / | ? | 100 | 0 | ? | -20 | -9 | ? | ? | ? | ?
CC(C)NS(=O)(=O)c1ccc(OCC(=O)N2CCN(Cc3ccc4c(c3)OCO4)CC2)c(Cl)c1 | -5 | 98 | 102 | -3 | 97 | 0 | -17 | 100 | 98 | 100 | 98
CSc1ccccc1C(=O)C1CCCN(Cc2cccc(C)n2)C1 (stereo not drawn) | 14 | 102 | 101 | -3 | 98 | 11 | -1 | 97 | 98 | 99 | 103
Cc1ccc2c(c1)CCCN2N=O | / | 99 | 101 | 0 | 100 | 12 | -9 | 98 | 100 | 102 | 102
CCN1CCN(c2ccc(N)c(C)c2)CC1 | 3 | 97 | 101 | 1 | 96 | 21 | -16 | 94 | 94 | 95 | 98
CN1CCN(Cc2nc3ccccc3n2C)CC1 | 6 | 102 | 102 | -1 | 100 | 5 | -33 | 98 | 101 | 101 | 102
COc1ncccc1C(=O)NCC(CC(=O)O)c1ccccc1 (stereo not drawn) | -12 | 102 | 89 | -1 | 99 | -13 | -14 | 97 | 98 | 101 | 109
Cc1c(N=Nc2c(O)n(Cc3ccccc3)c(=O)[nH]c2=O)c(=O)n(-c2ccccc2)n1C | 12 | 97 | 103 | -1 | 97 | -33 | -36 | 94 | 94 | 100 | 99
c1ccc(-c2ccc(-c3n(-c4ccccn4)c4ccccc4[n+]3-c3ccccn3)cc2)cc1 | / | 96 | 101 | -1 | 97 | 87* | 16 | 97 | 91 | 97 | 98
O=C(NC(Oc1ccccc1)C(Cl)(Cl)Cl)c1ccccc1 (stereo not drawn) | / | 106 | 102 | -1 | 103 | 12 | -6 | 104 | 105 | 106 | 107
Cc1ccccc1N1C(=O)CC(=O)N(c2ccccc2C)C1=O | 10 | 100 | 94 | -6 | 96 | 0 | -49 | 97 | 102 | 95 | 99
N#CC1=C(N)Oc2c(c(=O)sc3ccccc23)C1c1cccnc1 (stereo not drawn) | -10 | 91 | 102 | -21 | 93 | 0 | -5 | 91 | 93 | 91 | 89
N[C@@H](Cc1c[nH]c2ccccc12)c1nnc(SCc2ccc(F)cc2)o1 | / | 97 | 99 | -2 | 98 | 0 | -17 | 97 | 98 | 95 | 94
COc1ccc(-n2c(O)c(C(C)=NCCN3CCNCC3)c(=O)[nH]c2=O)cc1 | -14 | 100 | 98 | -11 | 101 | 8 | 0 | 101 | 100 | 101 | 104
CN(C)P1(N(C)C)=NC(C(F)(F)F)=NC(C(F)(F)F)=N1 | / | 98 | 108 | -2 | 98 | 12 | -17 | 97 | 100 | 98 | 100
CCN1C(=O)c2ccccc2Sc2ccc(C(=O)N3CCC4(CC3)OCCO4)cc21 | / | 101 | 100 | -5 | 100 | 23 | -9 | 104 | 101 | 103 | 105
N=c1n(CCO)c2ccccc2n1Cc1ccccc1 | 24 | 100 | 103 | -5 | 95 | 1 | -30 | 100 | 98 | 99 | 100
CCN(CC)c1ccc(N=Cc2c(O)n(-c3ccc(OC)cc3)c(=O)[nH]c2=O)cc1 | / | 97 | 102 | -4 | 93 | / | -52 | 96 | 95 | 95 | 92
COc1ccc(S(=O)(=O)NCc2ccc(C(=O)N3CCC4(CC3)OCCO4)cc2)cc1 | / | 106 | 102 | 1 | 99 | -2 | -27 | 105 | 105 | 107 | 99
CC(c1ccc(F)cc1)n1cc(C(=O)NCc2ccc3c(c2)OCO3)nn1 (stereo not drawn) | / | 100 | 99 | -1 | 100 | 18 | 0 | 100 | 98 | 101 | 105
O=C(CN1CC=C(c2ccccc2)CC1)Nc1cc(Cl)ccc1Cl | -7 | 99 | 100 | -2 | 99 | -3 | -31 | 96 | 96 | 98 | 101
